Screening results as filed in PubChem.
SKKanGAS inh – inhibitors of SKKanGAS S. pyogenes growth in kanamycin (SK-promoter or general growth effect) | BacTiter-Glo, 6 h | inhibition, % at 7.5 µM | actives 1.3% (n = 300,000);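 active means mean replicate score, as percent of positive control median, at least 50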;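 further: strain carries kanamycin resistance gene driven by streptokinase promoter and grows in 40 µg/ml kanamycin; loss of luminescence reflects streptokinase promoter inhibition or plain growth inhibition; 0% = median of DMSO wells and 100% = positive control at its reference dose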
Platelet DG rel – platelet dense granule release activity. inhibition, %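 (compounds screened at 7.5 µM in platelet-rich plasma)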. actives 0.22% (n = 300,000). human platelet-rich plasma, SFLLRN dense granule ATP release, luminescence. AID 1663;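 active means mean replicate score, as percent of positive control, at or above 50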
HSF-1 act – increases HSF-1 driven luciferase reporter signal | NIH3T3-HGL HSF-1 luciferase reporter, MG132, 8 h; 100% = twice DMSO control signal | activation, % at 9 µM | actives 1.7% (n = 300,000);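 active means mean replicate activation of at least 50% with a set share of replicates each reaching 50%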;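 further: 0% = median of the neutral control wells and 100% = twice that signal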
AI-2 QS modul – modulates the Vibrio harveyi AI-2 quorum sensing system. activity change, % at 7.5 µM. Vibrio harveyi JMH597 AI-2 luminescence/OD600 ratio, 9 h; hits give low values; strain lacks LuxN and CqsS sensors; 0 = neutral-control median. actives 0.4% (n = 300,000). AID 2094; in the data active means activity change below about -75%, passing the limit was not always enough;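 further: luminescence divided by OD600 gain over 9 h not by final OD600 alone; inactives centre near 13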
KLF5 inhibitor – kruppel-like factor 5 inhibition. DLD-1 KLF5 promoter-luciferase reporter, luminescence. inhibition, % at 5 µM. actives 0.23% (n = 290,000);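 active means inhibition above a per-plate limit of that plate's mean compound inhibition plus 3 SD, cut at about 60% in these data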;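 further: 0% = DMSO wells and 100% = LY294002 at 200 µM; higher means less KLF5 promoter-driven luciferase light; inactives centre near -14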
HSF1 inh – HSF1 inhibition; NIH3T3-HGL HSE-luciferase, MG132-induced, luminescence 8 h; hits give low values; activity change, negative = inhibition, % at 7.5 µM (by protocol); actives 0.77% (n = 300,000); AID 2098;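 active means more than half of replicate wells show activity change below -50%, luminescence cut by over half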;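 further: luciferase reports HSF-1 transcriptional activity via heat shock element; 0% = median of DMSO wells and -100% = zero luminescence signal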
aSyn 5UTR inh – MLPCN primary screen, SNCA 5' untranslated region | alpha-synuclein 5'UTR reporter, inhibitor activity | inhibition, % (tested at 7.5 µM) | actives 0.82% (n = 300,000); in the data active means inhibition above about 60%;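 further: H4 neuroglioblastoma cells stably carrying SNCA 5'UTR luciferase fusion; 0% = DMSO wells and 100% = positive control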
HSP90 refold inh – blocks HSP90-mediated luciferase refolding in reticulocyte lysate | inhibition, % at 5.6 µM | actives 0.91% (n = 290,000) | Rabbit reticulocyte lysate, luciferase refolding luminescence, 3 h | AID 1789;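 active means inhibition above the screen-wide mean plus 3 SD, computed separately per campaign, cut at about 16% in these data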;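 further: 0% = DMSO wells and 100% = 60 µM geldanamycin wells; inhibitors lower the luminescence because luciferase stays unfolded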
IEC-6 cytotox – IEC-6 cytotoxicity, counter-screen for KLF5 inhibitors; luminescence viability; inhibition, % at 5 µM; actives 0.78% (n = 290,000); in the data active means inhibition above about 22%;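 further: 0% = plate median of test compound wells and 100% = cytotoxic reference compound wells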
HIF act – HIF pathway transcriptional activation; U2OS HRE-luciferase reporter, luminescence; normalized: DMSO 0%, desferrioxamine 100%; activation, % at 7.5 µM (by protocol); actives 0.32% (n = 300,000); AID 1910;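 active means mean activation of at least 10% of the iron chelator positive control signal, with at least half of replicates also reaching 10%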
An asterisk follows results filed as active. Random draw from the library; about 6% have a hit in one of these screens.

Screening CCCCOc1ccc(/C(O)=C2/C(=O)C(=O)N(CCCOC)C2c2ccncc2)cc1C (configuration not stated) returned SKKanGAS inh 5, Platelet DG rel -6, HSF-1 act 13, AI-2 QS modul 27, KLF5 inhibitor 15, HSF1 inh 6, aSyn 5UTR inh -19, HSP90 refold inh 0, IEC-6 cytotox -1 and HIF act -0.3.
For CCOc1ccc(CC(=O)NNC(=S)NC2CCCCC2)cc1OCC the results were SKKanGAS inh 5, Platelet DG rel 1, HSF-1 act -6, AI-2 QS modul 23, KLF5 inhibitor -2, HSF1 inh 2, aSyn 5UTR inh 20, HSP90 refold inh 2, IEC-6 cytotox -8 and HIF act -0.6.
`O=C(Nc1nnc(-c2ccccc2F)s1)C1CCN(S(=O)(=O)c2ccc(Cl)cc2)CC1` gave SKKanGAS inh 1, Platelet DG rel -6, AI-2 QS modul 11, KLF5 inhibitor -10, aSyn 5UTR inh 32, HSP90 refold inh 1 and IEC-6 cytotox -1.
Cc1ccccc1NC(=O)C1C2CC/C=C\CCC21 (configuration not stated) was read as SKKanGAS inh 5, Platelet DG rel -3, AI-2 QS modul 13, KLF5 inhibitor 0, HSF1 inh -9, aSyn 5UTR inh 23, HSP90 refold inh -5, IEC-6 cytotox -1 and HIF act -1.0.
For CNC(=S)NNc1nncc2ccccc12 the results were SKKanGAS inh -4, Platelet DG rel 4, HSF-1 act -1, AI-2 QS modul 22, KLF5 inhibitor 4, HSF1 inh 1, aSyn 5UTR inh 16, HSP90 refold inh -1, IEC-6 cytotox 1 and HIF act -0.1.
COc1ccccc1C(=O)NCCCNC(=O)c1cccnc1 was read as SKKanGAS inh 6, Platelet DG rel -6, HSF-1 act 7, AI-2 QS modul 13, KLF5 inhibitor 4, HSF1 inh -5, aSyn 5UTR inh 35, HSP90 refold inh -1, IEC-6 cytotox -14 and HIF act 0.2.
CN(C)c1ccc(/C=N\NC(=O)c2ccc(Cn3cc(Cl)cn3)cc2)cc1 was read as SKKanGAS inh -9, Platelet DG rel -10, HSF-1 act 3, AI-2 QS modul 6, KLF5 inhibitor 14, HSF1 inh 5, aSyn 5UTR inh -32, HSP90 refold inh -2, IEC-6 cytotox -2 and HIF act 0.1.
Screening O=C(c1ccc(Cl)c(S(=O)(=O)N2CCCCCC2)c1)N1CCCC1 returned SKKanGAS inh -8, Platelet DG rel 6, HSF-1 act 24, AI-2 QS modul 8, KLF5 inhibitor -4, HSF1 inh -1, aSyn 5UTR inh -1, HSP90 refold inh 4, IEC-6 cytotox -5 and HIF act -0.3.
Cc1ccccc1C(=O)OCCN(C)Cc1ccccc1 was read as SKKanGAS inh 19, Platelet DG rel 0, HSF-1 act 1, AI-2 QS modul 15, KLF5 inhibitor 4, HSF1 inh 2, aSyn 5UTR inh -14, HSP90 refold inh 2, IEC-6 cytotox 1 and HIF act -0.1.
`N#CC(C#N)=C1C=C2C=C(N3CCCCCC3)CCC2CC1` (configuration not stated) gave SKKanGAS inh -6, Platelet DG rel 1, HSF-1 act 9, AI-2 QS modul 30, KLF5 inhibitor -16, HSF1 inh -6, aSyn 5UTR inh 7, HSP90 refold inh 1, IEC-6 cytotox 0 and HIF act -0.3.
`CCC1(CC)Cc2ccccc2C(Nc2c(C)n(C)n(-c3ccccc3)c2=O)=N1` gave SKKanGAS inh -3, Platelet DG rel 5, HSF-1 act -7, AI-2 QS modul 12, KLF5 inhibitor 1, HSF1 inh -9, aSyn 5UTR inh 24, HSP90 refold inh 2, IEC-6 cytotox -1 and HIF act -0.1.
Cc1cc2nnc(SCC(=O)N(C)C3CCS(=O)(=O)C3)n2c2ccccc12 (configuration not stated) was read as SKKanGAS inh -7, Platelet DG rel 17, HSF-1 act 9, AI-2 QS modul 1, KLF5 inhibitor -26, HSF1 inh -3, aSyn 5UTR inh 18, HSP90 refold inh 6, IEC-6 cytotox 6 and HIF act -0.1.

Quoted from above for reference:
Screening CCCCOc1ccc(/C(O)=C2/C(=O)C(=O)N(CCCOC)C2c2ccncc2)cc1C (configuration not stated) returned SKKanGAS inh 5, Platelet DG rel -6, HSF-1 act 13, AI-2 QS modul 27, KLF5 inhibitor 15, HSF1 inh 6, aSyn 5UTR inh -19, HSP90 refold inh 0, IEC-6 cytotox -1 and HIF act -0.3.
For CCOc1ccc(CC(=O)NNC(=S)NC2CCCCC2)cc1OCC the results were SKKanGAS inh 5, Platelet DG rel 1, HSF-1 act -6, AI-2 QS modul 23, KLF5 inhibitor -2, HSF1 inh 2, aSyn 5UTR inh 20, HSP90 refold inh 2, IEC-6 cytotox -8 and HIF act -0.6.

Following part
`COc1ccc(OC)c(C(=O)CSc2nnc(-c3cccs3)o2)c1` gave SKKanGAS inh 0, Platelet DG rel 0, HSF-1 act 8, AI-2 QS modul 14, KLF5 inhibitor -10, HSF1 inh 13, aSyn 5UTR inh 2, HSP90 refold inh 1, IEC-6 cytotox 5 and HIF act 0.0.
For Cc1c(-c2ccc(Br)cc2)nc2ccccn12 the results were SKKanGAS inh 6, Platelet DG rel -2, HSF-1 act 51*, AI-2 QS modul 16, KLF5 inhibitor -109, HSF1 inh 26, aSyn 5UTR inh -181, HSP90 refold inh -4, IEC-6 cytotox -3 and HIF act 3.0.
Screening Cc1nc2ccc(NC(=O)c3cccs3)cc2c(=O)n1Cc1ccc(Cl)cc1 returned SKKanGAS inh 9, Platelet DG rel 3, HSF-1 act 46, AI-2 QS modul 48, KLF5 inhibitor -32, HSF1 inh 14, aSyn 5UTR inh 14, HSP90 refold inh 1, IEC-6 cytotox 5 and HIF act -0.3.
For O=C(c1ccccc1NS(=O)(=O)c1cccc2cccnc12)N1CCOCC1 the results were SKKanGAS inh 5, Platelet DG rel 10, HSF-1 act -6, AI-2 QS modul 23, KLF5 inhibitor 3, HSF1 inh -1, aSyn 5UTR inh 16, HSP90 refold inh 1, IEC-6 cytotox 4 and HIF act -0.4.
`NC(=O)CN1C(=O)NC2(CCCc3ccccc32)C1=O` (configuration not stated) gave SKKanGAS inh -3, Platelet DG rel -4, HSF-1 act -9, AI-2 QS modul 19, KLF5 inhibitor 1, HSF1 inh 0, aSyn 5UTR inh -23, HSP90 refold inh -4, IEC-6 cytotox -1 and HIF act 0.1.
Cc1ccc(C(=O)N/C(=C\c2ccco2)C(=O)NCCN2CCCCC2)cc1C was read as SKKanGAS inh -2, Platelet DG rel 1, HSF-1 act -4, AI-2 QS modul 0, KLF5 inhibitor -52, HSF1 inh -1, aSyn 5UTR inh -11, HSP90 refold inh 0, IEC-6 cytotox -2 and HIF act 0.0.
C=CCn1c(SCc2nc3cc(C(=O)OC)ccc3c(=O)[nH]2)nc2sc(CC)cc2c1=O was read as SKKanGAS inh 25, Platelet DG rel 6, HSF-1 act 45, AI-2 QS modul 5, KLF5 inhibitor 0, HSF1 inh 13, aSyn 5UTR inh 36, HSP90 refold inh 1, IEC-6 cytotox 2 and HIF act 0.5.
`CC(=O)c1cccc(NC(=O)CN2C(=O)c3cccnc3Oc3ccc(Cl)cc32)c1` gave SKKanGAS inh 5, Platelet DG rel -15, HSF-1 act 10, AI-2 QS modul 37, KLF5 inhibitor 3, HSF1 inh 11, aSyn 5UTR inh 21, HSP90 refold inh 0, IEC-6 cytotox 4 and HIF act 0.0.
O=C(/C=C/c1ccco1)Oc1cccc2cccnc12 was read as SKKanGAS inh 0, Platelet DG rel 3, HSF-1 act 1, AI-2 QS modul 49, KLF5 inhibitor 8, HSF1 inh 3, aSyn 5UTR inh -8, HSP90 refold inh -2, IEC-6 cytotox -2 and HIF act 3.7.
CCOC(=O)C1CCN(C2=C(NS(=O)(=O)c3ccc(Cl)cc3)C(=O)c3ccccc3C2=O)CC1 was read as SKKanGAS inh 52*, Platelet DG rel 5, HSF-1 act -14, AI-2 QS modul 18, KLF5 inhibitor -21, HSF1 inh 6, aSyn 5UTR inh -1, HSP90 refold inh -2, IEC-6 cytotox -4 and HIF act -0.7.
For CCNC(=O)NC(=O)C(C)OC(=O)c1cccn1C (configuration not stated) the results were SKKanGAS inh -1, Platelet DG rel 0, HSF-1 act 5, AI-2 QS modul 5, KLF5 inhibitor -11, HSF1 inh 0, aSyn 5UTR inh -10, HSP90 refold inh 2, IEC-6 cytotox 4 and HIF act -0.4.
Screening CC(C)CC(=O)/C=C/n1c(=S)oc2ccccc21 returned SKKanGAS inh 3, Platelet DG rel -2, HSF-1 act 42, AI-2 QS modul -86*, KLF5 inhibitor -27, HSF1 inh 40, aSyn 5UTR inh -49, HSP90 refold inh 0, IEC-6 cytotox -5 and HIF act -1.2.
`CS(=O)(=O)c1ccc(Cl)c(NC(=O)COC(=O)c2c(Cl)cccc2Cl)c1` gave SKKanGAS inh -4, Platelet DG rel 7, HSF-1 act 4, AI-2 QS modul 45, KLF5 inhibitor 8, HSF1 inh -2, aSyn 5UTR inh 22, HSP90 refold inh -2, IEC-6 cytotox 12 and HIF act -0.4.
Screening CS(=O)(=O)Nc1ccc2c3c(cccc13)CC2 returned SKKanGAS inh -13, Platelet DG rel -16, HSF-1 act -4, AI-2 QS modul 6, KLF5 inhibitor 13, HSF1 inh 2, aSyn 5UTR inh 7, HSP90 refold inh -2, IEC-6 cytotox 1 and HIF act -0.2.
`O=C(CCC1CCCN(C(=O)c2ccc3c(c2)OCO3)C1)N1CCN(c2ccccn2)CC1` (configuration not stated) gave SKKanGAS inh -3, Platelet DG rel 18, HSF-1 act -6, AI-2 QS modul 18, KLF5 inhibitor 17, HSF1 inh -5, aSyn 5UTR inh 14, HSP90 refold inh 3, IEC-6 cytotox 5 and HIF act -1.9.
`CC(=O)Nc1ccc(Nc2ncnc3ccccc23)cc1` gave SKKanGAS inh -8, Platelet DG rel -1, HSF-1 act 5, AI-2 QS modul 25, KLF5 inhibitor -39, HSF1 inh -4, aSyn 5UTR inh -34, HSP90 refold inh -1, IEC-6 cytotox 2 and HIF act 1.2.
`c1ccc(-c2nn3c(Cn4nnc5ccccc54)nnc3s2)nc1` gave SKKanGAS inh 0, Platelet DG rel 3, HSF-1 act -3, AI-2 QS modul 13, KLF5 inhibitor -46, HSF1 inh 5, aSyn 5UTR inh 1, HSP90 refold inh 6, IEC-6 cytotox -1 and HIF act 0.2.
COc1cc(OC)cc(C(=O)NCC(=O)OCc2nc3ccccc3s2)c1 was read as SKKanGAS inh 2, Platelet DG rel 0, HSF-1 act 6, AI-2 QS modul -8, KLF5 inhibitor -16, HSF1 inh 11, aSyn 5UTR inh -184, HSP90 refold inh 3, IEC-6 cytotox 2 and HIF act 3.4.
`CCCC(c1nnnn1C(C)(C)C)N1CCN(Cc2ccccc2)CC1` (configuration not stated) gave SKKanGAS inh 5, Platelet DG rel -7, HSF-1 act 2, AI-2 QS modul 14, KLF5 inhibitor -29, HSF1 inh 0, aSyn 5UTR inh -23, HSP90 refold inh 0, IEC-6 cytotox -1 and HIF act -0.2.

Among those listed so far, two have a furan ring, fused or not.
Cc1ccc(C(=O)N/C(=C\c2ccco2)C(=O)NCCN2CCCCC2)cc1C was read as SKKanGAS inh -2, Platelet DG rel 1, HSF-1 act -4, AI-2 QS modul 0, KLF5 inhibitor -52, HSF1 inh -1, aSyn 5UTR inh -11, HSP90 refold inh 0, IEC-6 cytotox -2 and HIF act 0.0.
O=C(/C=C/c1ccco1)Oc1cccc2cccnc12 was read as SKKanGAS inh 0, Platelet DG rel 3, HSF-1 act 1, AI-2 QS modul 49, KLF5 inhibitor 8, HSF1 inh 3, aSyn 5UTR inh -8, HSP90 refold inh -2, IEC-6 cytotox -2 and HIF act 3.7.
